S2 tox = viability counter-screen for ATXN expression inhibitors. S2 cells (HEK-293 line with an ATXN2-luciferase reporter) viability, CellTiter-Fluor protease fluorescence, 24 h. Potency, µM (highest dose often 56.7 µM), actives largely listed as cytotoxic. 0.49% of 400,000 active; active = well fitted cell-killing curve with a large enough effect; inconclusive = small, poorly fitted or top-dose-only effect, or effect the other way; inactive = no such curve, though single readings can be large or run the other way; also: nearly all actives have a fitted effect of over 40% in size
* marks the source's active call; other numbers are inactive results; i = inactive; ? = inconclusive. Potency is read from the fitted curve at half-maximal effect. Only part of the results is shown. The share of hits here may be higher or lower than overall.

SMILES	S2 tox
COC(=O)[C@@H]1CCCN1C(=O)c1c(OC)cc(=O)n2c1CCN(Cc1ccc3nsnc3c1)CC2	i
O=C(c1cn(C2CCCN(Cc3cc(Cl)ccc3O)C2)nn1)N1CCCCC1 (stereo unspecified)	i
c1csc(CNc2nc(CN3CCCC(c4nc5ccccc5o4)C3)nc3ccccc23)c1 (stereo unspecified)	?
O=C(NCC1CCC2(CCN(Cc3cnn(-c4ccc(F)cc4)c3)CC2)O1)c1ccccc1 (stereo unspecified)	i
COCC1CCCN(Cc2ccc3c(c2)CN(C(=O)c2cn4ccc(C)cc4n2)CCO3)C1 (stereo unspecified)	i
Clc1ccc(-n2cccc2CN2CCOc3ccc(CN4CCOCC4)cc3C2)nc1	i
Cc1cnc(C(=O)N2CCOc3ccc(CN4CCCC(C(=O)c5cccnc5)C4)cc3C2)[nH]1 (stereo unspecified)	i
O=C(/C=C/c1ccccn1)NCC1Cc2cccc(-c3ncccn3)c2O1 (stereo unspecified)	i
O=C(c1ccccc1F)N(Cc1cc2cc3c(cc2nc1N1CCOCC1)CCC3)CC1CCCO1 (stereo unspecified)	i
CCN(Cc1ccncc1)Cc1ccc2c(c1)CN(C(=O)c1cccc3c(C)c(C)[nH]c13)CCO2	i
COC(=O)c1cc(CNC(=O)c2ccc3ncccc3c2)cc(NC(=O)c2ccccc2Cl)c1	?
c1ccc([C@@H]2CN3CCSC3=N2)cc1	i
COc1ccc(CN2Cc3ccccc3OC(c3ccccc3OC)C2)c(O)c1 (stereo unspecified)	i
CCC1(C2CCN(Cc3ccc(OC)cc3)CC2)NC(=O)N(CC2COc3ccccc3O2)C1=O (stereo unspecified)	i
CCc1cc(C(=O)N2CCOc3ccc(CN4CCN(Cc5ccccn5)CC4)cc3C2)no1	i
COc1cccc(CN2CCC(n3cc(C(=O)N4CCCCC4)nn3)CC2)c1OC	i
CC(C)N1CCN(C(=O)c2cnn(-c3nccc(-c4ccc5c(c4)OCO5)n3)c2-c2ccco2)CC1	i
Cc1ncc2c(c1CNC(=O)c1ccc3c(c1)OCO3)CCN(C(=O)c1cccc(-n3cccn3)c1)C2	i
CN1C(=O)CC[C@@H]1c1cccnc1	i
Cc1oc(-c2ccccc2NC(=O)C2CCC2)nc1CNC(=O)c1ccc2ccccc2c1	i
COC(=O)c1sccc1S(=O)(=O)N1CCC(n2c(CC3CCCC3)nc3cccnc32)CC1	i
Cc1ccccc1C1(CC(=O)N2CCCC(C)C2)CC(=O)N(Cc2cccnc2)C1=O (stereo unspecified)	i
CCSc1nnc(C(C)NC(=O)c2ccc(OC)cc2)n1C (stereo unspecified)	?
CC1(C)S[C@@H]2[C@H](NC(=O)COc3ccccc3)C(=O)N2[C@H]1C(=O)O (tested in a mixture with another compound)	i
CCC1(C2CCN(C(=O)c3cccc(F)c3F)CC2)NC(=O)N(CCc2scnc2C)C1=O (stereo unspecified)	i
CCN(Cc1ccncc1)Cc1ccc2c(c1)CN(C(=O)c1cccc(-n3nc(C)cc3C)c1)CCO2	i
Cc1ccc(CN2C[C@H](Sc3ccccn3)C[C@H]2C(=O)Nc2ccc3sc(C)nc3c2)c(C)c1	i
COc1cc(C)c(CN2C[C@H](Sc3nc4ccccc4[nH]3)C[C@H]2C(=O)N(C)C)cc1C	i
CO/N=C(\C(=O)N[C@@H]1C(=O)N2C(C(=O)OCOC(=O)C(C)(C)C)=C(/C=C\c3scnc3C)CS[C@H]12)c1csc(N)n1	?
Cc1ncc2c(c1CNC(=O)/C=C/c1cccs1)CCN(C(=O)c1cc(C(C)C)on1)C2	i
OCC(O)COc1ccc(Cl)cc1 (stereo unspecified)	i
Cc1ncc2c(c1CNS(=O)(=O)N(C)C)CCN(C(=O)c1ccc(-c3ccc(F)cc3)cc1)C2	i
CC(C)c1c(C(=O)NCCN2CCOCC2)cnn1-c1nccc(-c2cccs2)n1	i
Cc1ccc2nc(N3CCCCCC3)c(CN(CC3CCCO3)C(=O)c3cncs3)cc2c1 (stereo unspecified)	?
C[C@H]1[C@@H](O)[C@@H](C)\C=C/C=C\C=C/C=C\C=C/C=C\C=C/[C@@H](O[C@H]2O[C@@H](C)[C@@H](O)[C@@H](N)[C@@H]2O)C[C@@H]2O[C@](O)(C[C@@H](O)C[C@@H](O)[C@@H](O)CC[C@@H](O)C[C@@H](O)CC(=O)O[C@H]1C)C[C@@H](O)[C@H]2C(=O)O (stereo in doubt)	i
COc1ccc2c(c1)-c1nc(-n3ncc(C(=O)NCc4cccnc4)c3C3CC3)ncc1CC2	i
CCC1CN(Cc2ccc(COC)o2)Cc2cc(OC)ccc2O1 (stereo unspecified)	i
COc1ccc2cc(CN(C(=O)c3cc(C)nn3C)C3CC3)c(-c3ccc(Cl)cc3)nc2c1	?
Cc1ccc2nc(SCC(=O)NCC3Cc4cc(-c5ncccc5C)ccc4O3)[nH]c2c1 (stereo unspecified)	i
c1ccc(CN2CCN(Cc3ccc4c(c3)CN(Cc3c[nH]c5ccccc35)CCO4)CC2)nc1	i
COc1cc(=O)n2c(c1C(=O)NC(C)c1ccco1)CCN(Cc1cc(C)ccc1C)CC2 (stereo unspecified)	i
COc1ccc2c(c1)OC(C)CN(CCNC(=O)c1cccc(N3CCNC3=O)c1)C2 (stereo unspecified)	i
c1ccc2c(N3CCCCCC3)nc(CN3CCCCC3c3nccs3)nc2c1 (stereo unspecified)	?
Cc1ccc(CNc2nc(CN3CCNC(=O)C3)nc3ccccc23)o1	i
CCC1C(=O)NCCN1Cc1ccc2c(c1)CN(Cc1cc(OC)c3c(c1)OCO3)CCO2 (stereo unspecified)	i
CSc1ccccc1C(=O)NCC1Cc2cccc(-c3ncccc3C)c2O1 (stereo unspecified)	i
COCc1c(C(=O)N2CCN(C(C)C)CC2)cnn1-c1nccc(-c2cc(C)sc2C)n1	i
CN(CCO)C(=O)c1cn(C2CCN(Cc3ccc(C(F)(F)F)cc3)CC2)nn1	i
Cc1ncc2c(c1CNC(=O)c1ccc3c(c1)OCO3)CCN(C(=O)c1noc3c1CCCC3)C2	?
COc1cccc(CN2CCc3nnc(CCc4ccccc4)n3CC2)c1OC	i
Carrying on:
SMILES	S2 tox
O=C(c1cccc(Cn2cccn2)c1)N1CCC(n2c(C3CCCO3)nc3cc(C(F)(F)F)ccc32)CC1 (stereo unspecified)	i
C[C@@](N)(Cc1ccc(O)c(O)c1)C(=O)O	?
COC(=O)[C@@H]1CCCN1Cc1ccc2c(c1)CN(Cc1cc(OC)c3c(c1)OCO3)CCO2	i
COc1cccc(CN2CCC(c3nnc(SCC4CCCO4)n3C)CC2)c1O (stereo unspecified)	i
CCNC(=O)c1sc2ncnc(NCCCN3CCOCC3)c2c1C	i
C#C[C@]1(O)CC[C@@H]2[C@H]3CCc4cc(OC)ccc4[C@@H]3CC[C@@]21C	i
COc1cc(CN2CCOc3ccc(CN4CCC(O)(c5cccnc5)CC4)cc3C2)cc(OC)c1	i
CCC(C)C(C(=O)OCC[N+](C)(CC)CC)c1ccccc1 (stereo unspecified)	i
CC1CN(CCC(=O)NC(c2cccnc2)C(F)(F)F)Cc2cc(Cl)ccc2O1 (stereo unspecified)	i
O=C(NC1CCCC1)c1cn(C2CCCN(Cc3ccc4c(c3)OCCO4)C2)nn1 (stereo unspecified)	i
COc1cccc(Cc2nc3cccnc3n2C2CCN(C(=O)c3n[nH]c4c3CCCC4)CC2)c1	i
CCC(CN)CC(C)CCNCC(O)CNCC(C)CC(CC)CN (stereo unspecified)	i
Cc1cccc(CNC(=O)c2cnn(-c3nccc(-c4cccs4)n3)c2C2CC2)n1	i
COc1cc(=O)n2c(c1C(=O)N(C)Cc1nonc1C)CCN(Cc1cccc3ccccc13)CC2	i
CC(C)C(=O)NCC1CCC2(CCN(Cc3ccc(-c4cccc(Cl)c4)o3)CC2)O1 (stereo unspecified)	i
COC(=O)[C@@H]1CCCN1Cc1ccc2c(c1)CN(Cc1ccc3c(c1)CCCN3C)CCO2	i
CCC(COC)NC(=O)c1cnn(-c2ncc3c(n2)-c2ccccc2CC3)c1C (stereo unspecified)	i
COC(=O)c1cccc(C(=O)NCc2nc(-c3ccccc3NC(C)=O)oc2C)c1	i
Cc1cn([C@@H]2C[C@H](N=[N+]=N)[C@H](CO)O2)c(=O)[nH]c1=O	i
O=C(c1cccc(F)c1F)N1CCOc2ccc(CN3CCN(Cc4ccccn4)CC3)cc2C1	i
CC(C)Cc1nc2cc(NS(=O)(=O)N(C)C)cc(C(=O)N3CCOCC3)c2n1C	i
Cc1ncc2c(c1CNC(=O)c1cncs1)CCN(C(=O)c1ccc(C(F)(F)F)cc1)C2	i
CCC1OC(=O)C[C@@H](O)[C@H](C)[C@@H](O[C@@H]2O[C@H](C)C[C@H](N(C)C)[C@H]2O)[C@@H](CC=O)C[C@@H](C)C(=O)/C=C/[C@]2(C)OC2C1C (stereo partly specified)	16µM*
CCCCCCCCCCCCCCCCSCC(COC)COP(=O)([O-])OCC[N+](C)(C)C (stereo unspecified)	?
CCN1CCN(C(=O)N[C@H](C(=O)N[C@@H]2C(=O)N3[C@@H]2SC(C)(C)[C@@H]3C(=O)O)c2ccccc2)C(=O)C1=O	i
Cc1occc1C(=O)Nc1cccc(-c2nc(CNC(=O)c3ccc4ccccc4n3)c(C)o2)c1	?
COCc1c(C(=O)N2CCN(c3ccccc3O)CC2)cnn1-c1nccc(-c2cccs2)n1	i
COc1ccc(-c2nc3cc(F)ccc3cc2CN(C(=O)c2cccs2)C2CC2)cc1	?
Cc1c(C(=O)N2CCCC2)sc2ncnc(NCCc3ccccn3)c12	i
Cc1cc(C(=O)Nc2ccccc2-c2nc(CNC(=O)c3ccccc3Cl)c(C)o2)c(C)o1	i
COC[C@H](c1ccc(C(F)(F)F)cc1)N1CCN(C2(C)CCN(C(=O)c3c(C)ncnc3C)CC2)C[C@H]1C	i
Cc1cc(C)nc(-c2cccc3c2OC(CNC(=O)c2ccc(Cn4nc(C)cc4C)cc2)C3)n1 (stereo unspecified)	?
COc1ccccc1CN1CCC2(CCC(CNC(=O)c3ccccc3N(C)C)O2)CC1 (stereo unspecified)	i
Cc1cccc(CNC(=O)c2cnn(-c3nccc(-c4ccccc4F)n3)c2C2CC2)n1	i
O=C(NCCc1ccccn1)C1CC12CCN(C(=O)c1c(F)cccc1Cl)CC2 (stereo unspecified)	i
CC(C)C(NS(C)(=O)=O)c1nnc2n1CCN(Cc1ccnc3ccccc13)CC2 (stereo unspecified)	i
COCC(=O)Nc1cc(C(=O)N2CCCC(C(C)=O)C2)cc2nc(-c3ccccc3)n(C)c12 (stereo unspecified)	i
COCCCNc1ncnc2sc(C(=O)N3CCCCC3)c(C)c12	i
O=C(NCCc1cccnc1)c1cnn(-c2ncc3c(n2)-c2ccccc2CC3)c1C1CC1	i
COc1cccc(CNC(=O)c2c(OC)cc(=O)n3c2CCN(C(=O)C2CC=CCC2)CC3)c1 (stereo unspecified)	i
COc1cccc(-c2nc3cc(SC)ccc3cc2CN(C(=O)c2csc(C)n2)C2CC2)c1	?
CN(C)c1nc2cc3c(cc2cc1CN(CC1CCCO1)C(=O)/C=C/c1cccs1)OCO3 (stereo unspecified)	i
COc1ccc(CNC(=O)c2cnn(-c3ncc4c(n3)-c3ccccc3CC4)c2C)cc1OC	i
CCOc1ccc(C[C@H]2NC(=O)CCSSC[C@@H](C(=O)N3CCC[C@H]3C(=O)N[C@@H](CCCN)C(=O)NCC(N)=O)NC(=O)[C@H](CC(N)=O)NC(=O)[C@H]([C@@H](C)O)NC(=O)[C@H]([C@@H](C)CC)NC2=O)cc1	i
COC(=O)C1CCN(Cc2ccc3c(c2)CN(C(=O)c2cc4ccccc4n2C)CCO3)CC1	i
COC(=O)c1cc(CNC(=O)c2ccccn2)cc(NC(=O)c2ccccc2OC)c1	?
CO[C@H]1[C@H](NC(=O)c2ccsc2)c2ccccc2C12CCN(Cc1cnn(C)c1C)CC2	i
COC(=O)[C@@H](NC(=O)C1CCCN(c2nc(C)c3ccc(C)cc3n2)C1)C(C)C (stereo partly specified)	i
CCN1CCCC1CNC(=O)c1cnn(-c2nccc(-c3cc4ccccc4o3)n2)c1C (stereo unspecified)	?
Cc1cnc(SCc2ccccn2)nc1C1CCCN(Cc2ccsc2)C1 (stereo unspecified)	i

Of the compounds above, 13 contain fluorine.
SMILES	S2 tox
O=C(NCC1CCC2(CCN(Cc3cnn(-c4ccc(F)cc4)c3)CC2)O1)c1ccccc1 (stereo unspecified)	i
O=C(c1ccccc1F)N(Cc1cc2cc3c(cc2nc1N1CCOCC1)CCC3)CC1CCCO1 (stereo unspecified)	i
CCC1(C2CCN(C(=O)c3cccc(F)c3F)CC2)NC(=O)N(CCc2scnc2C)C1=O (stereo unspecified)	i
Cc1ncc2c(c1CNS(=O)(=O)N(C)C)CCN(C(=O)c1ccc(-c3ccc(F)cc3)cc1)C2	i
CN(CCO)C(=O)c1cn(C2CCN(Cc3ccc(C(F)(F)F)cc3)CC2)nn1	i
O=C(c1cccc(Cn2cccn2)c1)N1CCC(n2c(C3CCCO3)nc3cc(C(F)(F)F)ccc32)CC1 (stereo unspecified)	i
CC1CN(CCC(=O)NC(c2cccnc2)C(F)(F)F)Cc2cc(Cl)ccc2O1 (stereo unspecified)	i
O=C(c1cccc(F)c1F)N1CCOc2ccc(CN3CCN(Cc4ccccn4)CC3)cc2C1	i
Cc1ncc2c(c1CNC(=O)c1cncs1)CCN(C(=O)c1ccc(C(F)(F)F)cc1)C2	i
COc1ccc(-c2nc3cc(F)ccc3cc2CN(C(=O)c2cccs2)C2CC2)cc1	?
COC[C@H](c1ccc(C(F)(F)F)cc1)N1CCN(C2(C)CCN(C(=O)c3c(C)ncnc3C)CC2)C[C@H]1C	i
Cc1cccc(CNC(=O)c2cnn(-c3nccc(-c4ccccc4F)n3)c2C2CC2)n1	i
O=C(NCCc1ccccn1)C1CC12CCN(C(=O)c1c(F)cccc1Cl)CC2 (stereo unspecified)	i

Assay outcomes (PubChem)
